MITF primary = human MITF inhibition, primary screen; 0.91% of 650,000 active; O75030; inhibition, % at 2.6 µM; AlphaScreen MITF homodimerization, bead proximity signal; in the data active = inhibition above about 50%;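 note: 0% = vehicle wells with protein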
Target sequence (O75030 whole entry, looked up): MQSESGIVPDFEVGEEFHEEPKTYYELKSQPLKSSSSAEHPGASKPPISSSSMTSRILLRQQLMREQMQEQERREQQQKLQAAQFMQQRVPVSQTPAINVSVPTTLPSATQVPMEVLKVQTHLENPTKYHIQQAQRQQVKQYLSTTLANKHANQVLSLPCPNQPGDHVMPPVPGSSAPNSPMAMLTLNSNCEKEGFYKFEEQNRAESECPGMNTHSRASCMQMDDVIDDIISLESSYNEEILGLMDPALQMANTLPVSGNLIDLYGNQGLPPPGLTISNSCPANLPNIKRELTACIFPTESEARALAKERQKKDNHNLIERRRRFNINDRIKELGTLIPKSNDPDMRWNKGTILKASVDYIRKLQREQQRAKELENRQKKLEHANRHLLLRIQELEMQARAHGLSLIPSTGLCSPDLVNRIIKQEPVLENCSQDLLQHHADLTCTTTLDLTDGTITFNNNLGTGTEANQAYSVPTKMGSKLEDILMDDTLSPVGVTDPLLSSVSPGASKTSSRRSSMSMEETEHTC
FBW7 act = activators of human E3 ligase FBW7. AlphaScreen FBW7–phospho-cyclin E peptide binding, activator screen. normalized activity (activation), % at 26.1 µM. Q969H0. 0.13% of 650,000 active; in the data active = normalized activity above about 1.9%;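 note: purified mutant Fbw7 with reduced substrate affinity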
GPR151 ag = activators of human GPR151. PathHunter beta-arrestin GPR151 cells, luminescence. activation, % at 11.2 µM. 1% of 650,000 active; in the data active = activation above about 4.9%;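 note: 0% = median of compound wells and 100% = cells with positive control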
Target sequence (Q8TDV0 whole entry, looked up): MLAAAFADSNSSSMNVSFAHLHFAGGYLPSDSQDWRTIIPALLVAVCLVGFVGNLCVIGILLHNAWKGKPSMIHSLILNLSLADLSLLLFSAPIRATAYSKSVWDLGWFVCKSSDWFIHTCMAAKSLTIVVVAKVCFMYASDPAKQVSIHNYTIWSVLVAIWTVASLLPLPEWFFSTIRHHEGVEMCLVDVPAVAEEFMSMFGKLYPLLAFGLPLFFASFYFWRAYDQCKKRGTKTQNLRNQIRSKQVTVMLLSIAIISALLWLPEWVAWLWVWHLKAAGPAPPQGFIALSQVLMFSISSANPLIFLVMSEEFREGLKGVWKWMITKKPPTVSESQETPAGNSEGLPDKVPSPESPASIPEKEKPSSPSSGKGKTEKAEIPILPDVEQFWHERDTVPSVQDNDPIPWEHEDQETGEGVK
TEAD-YAP inh = TEAD-YAP interaction inhibition; HEK-TIYL cells, TEAD-Gal4/YAP UAS-luciferase luminescence; inhibition, % at 9.12 µM; 1.4% of 640,000 active; in the data active = inhibition above about 32%;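 note: 0% = median of test compound wells and 100% = reference inhibitor wells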
* marks the source's active call; other numbers are inactive results.

entry | SMILES | MITF primary | FBW7 act | GPR151 ag | TEAD-YAP inh
1 | CC(C)CC(NC(=O)/C(=C\c1ccc(Cl)cc1)NC(=O)c1ccccc1)C(=O)O (stereo not drawn) | 12 | 0.5 | -0.6 | 2
2 | O=C(OCCCN=C1NS(=O)(=O)c2ccccc21)C(c1ccccc1)N1CCCCC1 (stereo not drawn) | 18 | 0.1 | 0.4 | 5
3 | CCOCCCNC(=S)NCCNc1nc2ccc(OC)cc2cc1C#N | 1 | 0.0 | -0.8 | -5
4 | COc1ccc(CN(C(=O)c2ccccc2Br)C2CCS(=O)(=O)C2)cc1 (stereo not drawn) | 0 | 0.0 | 0.5 | -7
5 | Cc1ccccc1NC(=O)CCN1CCN(c2ccccc2)CC1 | 26 | 1.4 | -2.2 | -7
6 | O=C(CSc1nnc(-c2ccccc2Br)o1)Nc1nccs1 | 7 | -0.7 | 0.2 | -34
7 | OCCNc1nc(Cl)nc(Nc2ccc3c(c2)OCO3)n1 | 13 | 0.3 | -0.9 | -56
8 | COCC(=O)N1CCC[C@H]1Cn1nc(-c2ccc(F)cc2)ccc1=O | 26 | 0.4 | 3.2 | 3
9 | CCCCNC(=O)c1ccc(CS(=O)(=O)c2ccc(Br)cc2)o1 | -37 | 0.8 | 0.0 | 3
10 | CCOC(=O)c1ccc(NC(=O)COC)cc1 | 9 | -0.1 | -0.7 | -16
11 | Cc1cccc(NC(=S)NCc2ccco2)c1C | -8 | 0.0 | 0.4 | 2
12 | COc1cc(CNC(=O)C(c2ccccc2)c2ccccc2)cc(OC)c1OC | 8 | 0.0 | 0.4 | 10
13 | COc1cc(CC(=O)N2CCC3(CC2)OCc2ccccc2O3)cc(OC)c1 | -6 | -0.4 | 0.9 | 32
14 | CNC(=O)C1CCN(C(=O)c2ccccc2Cl)CC1 | -3 | 0.1 | 0.3 | -2
15 | Cc1ccc(C)c(OCCCC(=O)NC2CCCC2)c1 | 17 | 1.3 | -1.6 | -11
16 | CCCNC(=O)c1cccc(N2CCC(N3CCOCC3)CC2)n1 | 13 | 0.0 | 1.0 | 3
17 | Cc1ccc(-n2c(-c3ccc(Cl)cc3Cl)n[nH]c2=S)cc1 | 5 | 0.1 | 0.1 | 13
18 | COc1ccccc1NC(=O)C(=O)N/N=C/c1ccccc1C(F)(F)F | -1 | -0.1 | -2.0 | -11
19 | NS(=O)(=O)c1ccc(NC(=O)c2cc(-c3cccs3)nc3ccccc23)cc1 | 17 | 0.2 | 0.7 | 15
20 | NC(=O)COC(=O)/C=C/c1cccs1 | 7 | 0.2 | 4.3 | 4
21 | COc1cccc(-c2nc(-c3ccccc3O)[nH]c2-c2cccc(OC)c2)c1 | 8 | 0.1 | 0.1 | 0
22 | O=C(c1ccccc1Cl)N1N=C(c2ccc(Br)cc2)CC1c1ccc(Br)cc1 (stereo not drawn) | -1 | 0.0 | 0.3 | 9
23 | CN1C(=O)c2cccc(NC(=O)c3ccc(C(C)(C)C)cc3)c2C1=O | -10 | 0.0 | -2.0 | -2
24 | Cn1c(SCCOc2ccc(Br)cc2)nnc1-c1ccncc1 | 3 | -0.1 | -1.5 | 5
25 | COc1ccccc1C1Nc2ccc(C(=O)O)cc2C2C=CCC21 (stereo not drawn) | 19 | -1.5 | 0.2 | 6
26 | O=S(=O)(NCC(c1ccco1)N1CCOCC1)c1ccc(F)cc1 (stereo not drawn) | 5 | -0.1 | -1.0 | -3
27 | O=C(Nc1ccc(S(=O)(=O)N2CCCCC2)cc1)C(F)(F)F | 15 | 0.9 | 0.2 | 4
28 | C=CCOC(=O)C1=C(C)NC(=O)NC1c1ccc(O)cc1 (stereo not drawn) | -3 | -0.1 | 1.9 | -9
29 | COCCn1c(=NC(C)=O)sc2cc(F)ccc21 | -13 | 0.2 | 0.5 | 2
30 | COc1ccc(/C=C/C(=O)c2c(OC)cc(O)cc2OC)cc1 | 21 | -0.1 | -0.5 | -20
31 | Cn1c(N2CCOCC2)c(/C=N/O)c2ccccc21 | 1 | -0.2 | 2.0 | -9
32 | Cc1noc(C)c1-c1nccc(NCCO)n1 | -3 | -0.1 | -1.5 | -9
33 | CCC(C)NC(=O)C1c2ccccc2C(=O)N(C)C1c1cccs1 (stereo not drawn) | 0 | -0.2 | -0.3 | 1
34 | Cc1ccc(N=Cc2c(O)n(-c3ccccc3)c(=S)n(-c3ccccc3)c2=O)cc1C | -2 | -0.2 | 0.4 | -12
35 | COc1ccc(OC)c(C2C(C#N)=C(N)Oc3n[nH]c(-c4ccc(Cl)c(Cl)c4)c32)c1 (stereo not drawn) | 0 | 0.0 | 0.0 | 19
36 | COc1ccc(S(=O)(=O)n2nc(OC(=O)c3c(F)cccc3Cl)cc2N)cc1 | 14 | -0.1 | 0.7 | 3
37 | COCC(C)NC(=O)/C(=C/c1cccnc1)NC(=O)c1ccccc1 (stereo not drawn) | -6 | 0.0 | -0.8 | -6
38 | Cc1ccc(NC(=S)N(CCCN2CCCCC2)Cc2ccco2)cc1 | -11 | -0.2 | -0.4 | -8
39 | CC(=O)c1ccc(NC(=O)Cc2cccc3ccccc23)cc1 | 12 | 0.1 | -1.3 | 0
40 | COc1ccc(S(=O)(=O)N(CC(=O)NCC2CCCO2)c2ccc(Cl)cc2)cc1 (stereo not drawn) | 6 | 0.1 | 1.0 | 3
41 | COc1ccc(C(=O)N2CCN(C(=O)c3cccc(F)c3)CC2)cc1 | 3 | 0.0 | 0.1 | 4
42 | CC1=C(C(=O)OC(C)C)C(c2ccc(Cl)c(Cl)c2)N2C(=O)CCSC2=N1 (stereo not drawn) | -10 | -0.1 | -1.0 | -3
43 | Cn1c(=O)c2c(nc(Oc3ccccc3Cl)n2Cc2ccc(Cl)cc2)n(C)c1=O | 4 | -0.1 | 0.2 | -5
44 | COc1ccc(NC(=S)Nc2ccccc2N2CCOCC2)cc1 | -1 | 0.2 | 0.8 | -1
45 | Cc1cc(C)n(-c2cc(NCCNC(=O)c3c[nH]c4ccccc34)nc(C)n2)n1 | -3 | 0.7 | 0.2 | 21

Whole records, looked up by structure:
Cc1cc(C)n(-c2cc(NCCNC(=O)c3c[nH]c4ccccc34)nc(C)n2)n1 in the list: MITF primary: -3; FBW7 act: 0.7; GPR151 ag: 0.2; TEAD-YAP inh: 21
CC(=O)c1ccc(NC(=O)Cc2cccc3ccccc23)cc1 in the list: MITF primary: 12; FBW7 act: 0.1; GPR151 ag: -1.3; TEAD-YAP inh: 0
Cc1noc(C)c1-c1nccc(NCCO)n1 in the list: MITF primary: -3; FBW7 act: -0.1; GPR151 ag: -1.5; TEAD-YAP inh: -9

Taken from above:
TEAD-YAP inh with CCC(C)NC(=O)C1c2ccccc2C(=O)N(C)C1c1cccs1 (stereo not drawn) → 1
GPR151 ag with CC1=C(C(=O)OC(C)C)C(c2ccc(Cl)c(Cl)c2)N2C(=O)CCSC2=N1 (stereo not drawn) → -1.0
GPR151 ag with COc1ccc(S(=O)(=O)n2nc(OC(=O)c3c(F)cccc3Cl)cc2N)cc1 → 0.7
GPR151 ag with Cc1ccc(NC(=S)N(CCCN2CCCCC2)Cc2ccco2)cc1 → -0.4
TEAD-YAP inh with CC(=O)c1ccc(NC(=O)Cc2cccc3ccccc23)cc1 → 0

The listing continues.
entry | SMILES | MITF primary | FBW7 act | GPR151 ag | TEAD-YAP inh
46 | COc1cccc(C(=O)Nc2ccc3nc(N4CCCCC4)cc(C)c3c2)c1 | -1 | 0.0 | 1.9 | -11
47 | Cc1ccc(N(CC(C)C)S(=O)(=O)c2nnc(NC(=O)CC(C)C)s2)cc1 | -1 | -0.1 | -1.6 | -2
48 | N#Cc1c(N)n[nH]c1CCCNc1ccc(C(=O)c2ccccc2)cc1[N+](=O)[O-] | 5 | 0.0 | 0.5 | 6
49 | COc1cccc(Nc2nc(N3CCN(c4ccc(F)cc4)CC3)nc3c2cnn3C)c1 | -10 | -0.1 | -0.5 | 10
50 | Cc1n[nH]c(C)c1CCN(C)C(=O)CC1C(=O)NCCN1Cc1ccc(F)cc1 (stereo not drawn) | 2 | 0.0 | -1.1 | 12
51 | COc1ccc2oc(C(=O)OCC(=O)NC34CC5CC(CC(C5)C3)C4)c(C)c2c1 | -2 | 0.8 | -2.6 | 0
52 | CC(NC(=O)C1CCOCC1)c1nnc2n1CCN(Cc1ccc3cccnc3c1)CC2 (stereo not drawn) | 0 | -0.2 | -0.2 | 4
53 | COCC(C)NC(=O)CCc1nnc(CCC2CCCCC2)o1 (stereo not drawn) | 18 | 0.1 | 0.3 | -22
54 | CN(C)c1ccc(NC(=O)c2cccc3ccccc23)cc1 | 10 | -0.2 | -0.2 | 4
55 | Cc1cc(C)c(S(=O)(=O)Nc2cccc(F)c2)c(C)c1 | 19 | 0.0 | -0.5 | -2
56 | CC(C)C[C@H]1NC(=O)[C@@H]2C[C@H](NC(=O)NCc3cccc(F)c3)CN2C1=O | -2 | -0.4 | -0.3 | -10
57 | CCNc1nc2c3ccccc3n(C(C)=O)c2s1 | -3 | -0.1 | -0.6 | 4
58 | O=C(CSc1nncc(=O)[nH]1)Nc1cccc(C(F)(F)F)c1 | 6 | -0.2 | -0.8 | 25
59 | Cn1cccc1/C=C1\SC(=S)NC1=O | 11 | -0.3 | 5.1* | -2
60 | Cc1ccc(-c2oc3ccccc3c(=O)c2OC(=O)c2cccnc2)cc1 | 11 | 0.6 | 0.4 | -30
61 | CC(=O)N1CCN(c2ccc(NC(=S)NC(=O)c3ccccc3)cc2)CC1 | 52* | 0.0 | 0.1 | -7
62 | Fc1cccc(-c2nnc3ccc4ccccc4n23)c1 | 17 | 0.0 | -0.2 | -7
63 | O=C(NC(=S)Nc1cccc(NC(=O)c2ccco2)c1)c1cccc([N+](=O)[O-])c1 | 6 | -0.1 | 0.6 | 2
64 | O=C(COc1ccccc1Cl)Nc1cccc(Cl)c1 | 1 | 0.1 | -1.5 | -48
65 | COc1ccc(C(=O)Nc2c(C)ccc3nsnc23)cc1Br | 8 | 0.2 | -0.3 | 8
66 | COc1ccc(OCC(=O)N/N=C/c2ccc(C)cc2O)c(Br)c1 | 12 | 0.0 | -0.3 | 9
67 | O=C1NC(=O)C(Cc2ccccc2)(C2CCN(Cc3cnc(-c4ccccc4)s3)CC2)N1 (stereo not drawn) | 12 | 0.3 | -0.8 | -2
68 | O=S(=O)(NCCN1CCOC(c2ccccc2)C1)c1ccc2c(c1)CCCC2 (stereo not drawn) | -15 | -0.4 | 0.5 | 2
69 | CC(C)NC(=O)c1cc(Sc2ccccc2Cl)nc2ccccc12 | -3 | -0.2 | -0.7 | -3
70 | Cc1ccccc1NC(=O)CCn1cccc1 | 16 | -0.1 | -0.3 | 10
71 | O=C(c1cc2c(s1)CCCC2)N1CCN(c2ccccc2)CC1 | 1 | -0.1 | 0.4 | -16
72 | O=C(C(O)c1ccc(Cl)cc1)N1CCC(Nc2ccc3cnccc3c2)CC1 (stereo not drawn) | 2 | 0.1 | 3.2 | 3
73 | CNC(=S)N1CCN(c2nccnc2NS(=O)(=O)Cc2ccccc2)CC1 | 8 | -0.5 | 1.6 | -1
74 | O=C(OCN1C(=O)c2ccccc2C1=O)c1ccc2c(c1)OCCO2 | 11 | 0.2 | 1.9 | 1
75 | CS(=O)(=O)C1=NSC2=NC(=O)/C(=C\c3ccc(SCc4ccco4)o3)C(=N)N21 | 72* | -1.4 | -0.4 | 1
76 | CCCCC1NC(C(=O)O)Cc2c1[nH]c1ccccc21 (stereo not drawn) | 16 | 1.0 | 0.8 | 4
77 | O=C(Nc1cccc(F)c1)c1ccc(CN2CCOCC2)cc1 | 3 | 0.7 | -2.7 | -28
78 | CCn1c(=O)/c(=C\c2ccc([N+](=O)[O-])cc2)s/c1=C(/C#N)C(=O)C(C)(C)C | 13 | 0.1 | -0.7 | 3
79 | CS(=O)(=O)Nc1ccc(C(=O)Nc2ccccc2C(=O)NCCc2ccccc2)cc1 | 1 | -0.1 | -0.5 | -24
80 | COC(=O)c1ccc(/C=N/Nc2cc(C)nc3ccc(OC)cc23)cc1 | 4 | -0.1 | -0.6 | 0
81 | O=C(CCCN1C(=O)c2cccc3cccc(c23)C1=O)Nc1ccc(N2CCOCC2)cc1 | -13 | -0.1 | 0.2 | -17
82 | CC(C)OCCCNC(=O)C1CCC(Cn2c(=S)[nH]c3ccccc3c2=O)CC1 (stereo not drawn) | 9 | 0.8 | -1.1 | 19
83 | COc1ccc(Cl)cc1N=P(c1ccncc1)(N1CCCC1)C(C)(C)C (stereo not drawn) | -6 | -0.1 | 0.2 | 4
84 | CCOC(=O)c1sc2ncn(CC(=O)N3CCCCC3)c(=O)c2c1C | 14 | 0.1 | 0.1 | -3
85 | CCN(CC)c1ccc2cc(C(N)=O)c(=Nc3ccc(C(F)(F)F)cc3)oc2c1 | -4 | 0.0 | -0.3 | -1
86 | Cn1cccc1/C=N/Nc1cccc(C(=O)O)c1 | 14 | -0.1 | 0.8 | -6
87 | O=C(NCc1ccc(F)cc1)c1ccc2c(c1)NC(=O)c1ccccc1N2 | 12 | -0.1 | -0.8 | 2
88 | CCCCn1c2ccc(F)cc2c2nnc(NN)nc21 | 14 | 0.0 | 0.3 | 0
89 | CCn1c(=O)c(=O)[nH]c2cc(C(=O)O)ccc21 | 4 | 0.0 | 1.9 | -3
90 | CN(C)CCN(C)c1cc(-c2cn[nH]c2)ccc1NC(=O)C1COc2ccccc2O1 (stereo not drawn) | 15 | -0.3 | 2.0 | -7
91 | Cc1cccc2cc(CN(Cc3cccnc3)C(=O)NC3CCCCC3)c3nnnn3c12 | -4 | -0.3 | 0.9 | -2

Two consecutive compounds out of the list so far:
entry | SMILES | MITF primary | FBW7 act | GPR151 ag | TEAD-YAP inh
90 | CN(C)CCN(C)c1cc(-c2cn[nH]c2)ccc1NC(=O)C1COc2ccccc2O1 (stereo not drawn) | 15 | -0.3 | 2.0 | -7
91 | Cc1cccc2cc(CN(Cc3cccnc3)C(=O)NC3CCCCC3)c3nnnn3c12 | -4 | -0.3 | 0.9 | -2

From PubChem
